# BRCA1 expr up: increases BRCA1 expression. MCF7-BRCA1-FFLuc reporter, luminescence, 48 h; response scale: scaled: vehicle 0%, 10 µM genistein 100%. Potency, µM (titrated, usually from 46.1 µM), inactives show at the top dose activation, usual class: activators. 380,000 compounds, 1.1% hits. AID 624202; active means well fitted activation curve with a large enough effect; inconclusive means small, poorly fitted or top-dose-only effect; inactive means no such curve, though single readings can be large or run the other way; further: nearly all actives have a fitted effect of over 80% in size; some results filed as inactive show a strong effect at the top dose
#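 Reporter cells (MCF7, BRCA1 promoter-firefly luciferase) received library compounds across a concentration series for 48 h. End-point luminescence was measured and concentration-effect curves derived after normalization.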
# Active calls of the source: *; ? = inconclusive. Potency means the concentration at half of the fitted maximal effect. These rows are one share of the data (hit frequency here may not be typical).
item	structure	BRCA1 expr up
1	COc1ccc(N2CCN(C(=O)c3ccc(CS(=O)c4cccc(Cl)c4)o3)CC2)cc1 (centres undefined)	-40.8%
2	OC(c1cccc(F)c1)c1ncc(-c2ccc(Oc3ccccc3)cc2)[nH]1 (centres undefined)	9.2%
3	Cc1cc(OCC(=O)Nc2nnc(C3CC3)s2)ccc1Cl	1.1%
4	O=C(Cc1ccccc1)NCC(=O)N1CCN(c2ccc(F)cc2)CC1	0.7%
5	CNC(=O)OCc1cocc1COC(=O)NC	14.9%
6	CC(C)C[C@@H]1O[C@H](CCc2ccccc2)Cc2[nH]c(=S)[nH]c(=O)c21	-26.8%
7	Cc1ccccc1-c1cnc(C(O)c2ccc(F)cc2C)[nH]1 (centres undefined)	9.0%
8	CC(C)N(C)c1ncnc2c1ncn2[C@H]1CN(Cc2cccs2)C[C@@H](CO)O1	3.4%
9	Cc1cccc(C)c1-n1nnnc1C(c1ccnc2ccccc12)N1CCN(C/C=C/c2ccccc2)CC1 (centres undefined)	-61.9%
10	Cc1cc(C)n(CCNC(=O)[C@H]2O[C@@H](n3ccc(N)nc3=O)[C@H](O)[C@@H]2O)n1	3.2%
11	COc1cccc(NC(=O)N(C)C[C@@H]2OCc3cnnn3CCCC(=O)N([C@@H](C)CO)C[C@H]2C)c1	-13.8%
12	CC(=O)NCCNc1nc(NCc2cccs2)nc2ccsc12	0.0%
13	CSc1ccccc1CNc1nc(NCC2CC2)nc2ccsc12	-44.4%
14	O=C(NCCc1ccccc1F)C1CC(=O)N(c2ccc3c(c2)OCCO3)C1 (centres undefined)	2.1%
15	Cc1c(C(=O)NCc2cccc(C(F)(F)F)c2)sc(=O)n1Cc1ccc(S(=O)(=O)N(C)C)cc1	-26.1%
16	NC(c1csc(NC(=O)Nc2cccc(C(F)(F)F)c2)n1)C1CCCCC1 (centres undefined)	5.8%
17	CCOC(=O)[C@]12CCCC=C1N(Cc1ccc3c(c1)OCO3)C(=O)[C@H](CC(=O)NCc1ccc(OC)c(OC)c1)C2	-2.0%
18	COc1cc(C(O)c2nc(-c3csc4ccccc34)cs2)ccc1F (centres undefined)	-19.7%
19	CCc1cccc(NC(=O)COC(=O)CSc2ccc(C)cc2)c1	-11.9%
20	CCc1nc2ccc(C(=O)NCc3ccccc3OC)cn2c1N(CC)CCOC	13.4%
21	CCc1nc2c(OCC(N)=O)cccn2c1N(C)C(=O)C(C)C	27.3%
22	O=C(NC1CCCCC1)C1c2ccccc2OCC(=O)N1Cc1ccc2c(c1)OCO2 (centres undefined)	12.6%
23	Cc1cc(C)nc(Nc2nc(C(N)CCc3ccccc3)cs2)n1 (centres undefined)	-29.7%
24	COC(=O)c1ccc(Cn2c(C)c(C(=O)NCc3cccc(C(F)(F)F)c3)sc2=O)o1	5.6%
25	CCc1nc2ccc(C(=O)NCCCN3CCCC3=O)cn2c1N(C)C(=O)c1cccc(OC)c1	82.1%
26	CC1(Oc2cccc(C#N)c2)CCN(Cc2csc3ccccc23)C1 (centres undefined)	0.0%
27	COC(=O)[C@]12CCCCC=C1N(Cc1ccco1)C(=O)[C@H](CC(=O)NCc1ccccc1)C2	4.6%
28	CCC/C=C/c1ccc(CN2C(CC(C)C)C(=O)N(Cc3cn(CCC4OCCO4)nn3)CCS2(=O)=O)cc1 (centres undefined)	-60.8%
29	CC(=O)C(Cc1ccccc1)NC(=O)COC(=O)c1cc(S(=O)(=O)N2CCOCC2)ccc1F (centres undefined)	12.0%
30	COc1cc2c(cc1OC(C)=O)C(=O)CCCC2	19.3%
31	FC(F)(F)c1ccccc1Cc1c(-c2ccc(Cl)cc2)nc2ccc(Br)cn12	54.4%
32	CCC1(c2ccccc2)CN(C)C1=O (centres undefined)	4.8%
33	COc1cccc(CN(C)CC(=O)N2CCN(S(=O)(=O)c3ccccc3)CC2)c1	-9.6%
34	O=C(C[C@H]1C[C@@H]2c3cc(NC(=O)c4cccnc4)ccc3O[C@@H]2[C@H](CO)O1)NCc1ccncc1	6.6%
35	CCOCCC(=O)Nc1ncc(S(=O)(=O)c2ccc([N+](=O)[O-])cc2)s1	0.2%
36	CC(C)CC1C(=O)N(Cc2cn(CCC3OCCCO3)nn2)CCS(=O)(=O)N1Cc1ccc(-c2ccccc2)cc1 (centres undefined)	-16.0%
37	CCCNC(=O)C1(C)CCN(Cc2cc(-c3ccccc3)on2)C1 (centres undefined)	9.4%
38	CCOC(=O)N1CCN(C(=O)C[C@@H]2C[C@@]3(C(=O)OCC)CCC=C3N(Cc3ccccc3)C2=O)CC1	6.4%
39	CCN(CCN(C)C)C(=O)c1ccc2nc(C)c(N(C)C(=O)CCc3ccccc3)n2c1	11.8%
40	COc1ccc([C@@H]2C[C@H]3[C@@H](CN2S(=O)(=O)c2ccccc2)C(=O)C[C@@H](c2ccccc2F)N3S(=O)(=O)c2ccc(C)cc2)cc1	-13.7%
41	CC(=O)Nc1cccc(-c2ccnc3c2CC(C(=O)Nc2cccc(NS(C)(=O)=O)c2)O3)c1 (centres undefined)	-8.4%
42	O=C(CS(=O)(=O)Cc1ccccc1)c1ccccc1	29.7%
43	CC1(c2nnnn2Cc2ccccc2)CCC(=O)N1Cc1cccc(C(F)(F)F)c1 (centres undefined)	12.4%
44	O=C1NC[C@H](CCCCN2C[C@H](Cc3ccc(O)cc3)N(CCc3ccccc3)C(=O)C2=O)N(CCc2ccc(O)cc2)C1=O	21.4%
45	Cc1cccc(C)c1NC(=O)CNC(=O)c1ccc(N2CCOCC2)c([N+](=O)[O-])c1	-8.8%
46	COc1cccc(CN(C)C(=O)c2ccc(S(=O)(=O)Nc3cccc(C)c3C)cc2)c1OC	-13.1%
47	CC1(C)CC(=O)C=C(c2ccc(COC(=O)c3ccc(-c4ccccc4)cc3)cc2)C1=O	11.9%
48	COc1cc(Cn2c3ccc(NC(=O)CC(C)c4ccccc4)cc3c(=O)n2C)ccc1F (centres undefined)	-47.8%
49	N#Cc1ccccc1S(=O)(=O)N1CCN(Cc2cccs2)CC1	-2.6%
50	C=C(C)Cn1c2ccc(NC(=O)NCCc3cccs3)cc2c(=O)n1C	9.0%

# 4 of these compounds in a different format.
42) O=C(CS(=O)(=O)Cc1ccccc1)c1ccccc1
  BRCA1 expr up = 29.7%

43) CC1(c2nnnn2Cc2ccccc2)CCC(=O)N1Cc1cccc(C(F)(F)F)c1 (centres undefined)
  BRCA1 expr up = 12.4%

44) O=C1NC[C@H](CCCCN2C[C@H](Cc3ccc(O)cc3)N(CCc3ccccc3)C(=O)C2=O)N(CCc2ccc(O)cc2)C1=O
  BRCA1 expr up = 21.4%

45) Cc1cccc(C)c1NC(=O)CNC(=O)c1ccc(N2CCOCC2)c([N+](=O)[O-])c1
  BRCA1 expr up = -8.8%

# Additional results follow:
item	structure	BRCA1 expr up
51	COc1ccc(OC)c(/C=C/c2sc3ccccc3[n+]2C)c1	-55.9%
52	C[C@@H]1CN([C@H](C)CO)C(=O)CCCn2cc(nn2)CO[C@H]1CN(C)S(=O)(=O)c1ccc(Oc2ccccc2)nc1	7.7%
53	COc1ccc(-c2ccc3[nH]c4c(c3c2)CCN2C[C@H]3[C@H](C)ON(C)[C@H]3C[C@@H]42)cc1	-18.3%
54	COC(=O)C1CCN(C2CN(Cc3ccc(C)cc3)S(=O)(=O)C2)CC1 (centres undefined)	18.5%
55	CCNC(=O)C1CCCN(Cc2ccc(OCc3ccccc3)cc2)CC1 (centres undefined)	54.1%
56	CCCC#Cc1ccc2c(c1)O[C@H](CN(C)C(=O)CC1CC1)[C@H](C)CN([C@@H](C)CO)S2(=O)=O	-14.0%
57	CC(C)(C)c1cc2nc(NCc3cccc(Cl)c3)ccn2n1	-6.3%
58	CCCCn1nnnc1C1(C)CCC(=O)N1Cc1ccco1 (centres undefined)	14.0%
59	CCCc1c(C(=O)N/N=C/c2ccc(C)o2)nnn1-c1nonc1N	-1.7%
60	CCOC(=O)C1(C)CCCN1C(=O)c1csnn1 (centres undefined)	9.4%
61	CCOC(=O)[C@@H](NC(=O)CC[C@H]1O[C@@H](n2ccc(=O)[nH]c2=O)[C@H](O)[C@@H]1O)C(C)C	0.3%
62	CC1(C(=O)NS(=O)(=O)c2ccc(Cl)s2)CCN1C(=O)Cc1ccccc1Cl (centres undefined)	2.7%
63	COc1ccc(N2CCN(C(c3ccccc3)c3nnnn3C(C)(C)C)CC2)cc1 (centres undefined)	0.0%
64	Cc1cc(=O)n2c(nc3ccccc32)s1	31.4%
65	O=C(Nc1ccccc1)C1Cc2c(-c3ccccc3Oc3ccccc3)ccnc2O1 (centres undefined)	-14.1%
66	O=C(Nc1nc(OCC(F)(F)F)cnc1/C=C\c1ccccc1)c1ccsc1	17.1%
67	Cc1ccc(C(=O)Nc2ccccc2C(=O)N2CC(C)OC(C)C2)cc1 (centres undefined)	0.0%
68	Cc1ccc(Cl)cc1-c1cc(C(=O)NCc2ccccc2)[nH]n1	-0.1%
69	Cc1noc(C)c1NC(=O)N(C)C[C@H]1OCCCC[C@@H](C)Oc2ccc(NS(=O)(=O)c3ccccc3)cc2C(=O)N([C@H](C)CO)C[C@@H]1C	7.2%
70	CCc1nc2ccc(C(=O)N3CCN(C(C)=O)CC3)cn2c1N(CCC(C)C)CCN(C)C	0.3%
71	C[C@@H]1CN([C@H](C)CO)C(=O)CCCn2nncc2CO[C@@H]1CN(C)S(=O)(=O)c1ccc2c(c1)OCCCO2	-6.2%
72	Cc1cc(C)cc(CC(=O)N2CCC2(C)C(=O)NS(=O)(=O)c2ccccc2)c1 (centres undefined)	-1.7%
73	Cc1ccc(CN2CCC[C@]3(N[C@H](c4ccccc4)[C@@H]4C(=O)N(C)C(=O)[C@@H]43)C2=O)cc1	0.0%
74	CC(=O)Nc1cccc(-c2ccnc3c2CC(C(=O)NCc2cccc(Cl)c2)O3)c1 (centres undefined)	-39.3%
75	Cc1cc(OCc2cc(C(=O)NC(C)c3cnn(C)c3)no2)cc(C)c1Cl (centres undefined)	?
76	O=C(Nc1ccc2c(c1)CN(C(=O)Nc1ccc(F)cc1)CC2)c1ccccn1	15.0%
77	Nc1cccc[n+]1C(c1ccnc2ccccc12)[n+]1ccccc1N	-2.5%
78	CC1(C(=O)NS(=O)(=O)C2CC2)CCN(C(=O)c2cc(F)cc(F)c2)C1 (centres undefined)	19.3%
79	COc1cccc(CNc2nc3cc(-c4ccc(C(=O)N5CCN(C)CC5)cc4)sc3c(=O)n2C)c1	-21.9%
80	Cc1ccc(S(=O)(=O)/N=C2\C=C(NS(=O)(=O)c3ccc(C)cc3)C(=O)c3ccccc32)cc1	0.6%
81	C[C@H](CO)N1C[C@H](C)[C@H](CN(C)C(=O)Nc2ccc(-c3cccs3)cc2)OCc2cnnn2CCCC1=O	-6.5%
82	CC(C)c1cccc(-c2csc(C(O)c3ccccc3)n2)c1 (centres undefined)	13.5%
83	COc1ccc(CC(=O)N2CCC(C)(C(=O)NS(=O)(=O)C3CC3)C2)cc1OC (centres undefined)	-11.9%
84	O=C(NCCO)OC1CC2CC1[C@H]1CCCCN1C2=O (some centres undefined)	14.7%
85	O=C(Nc1cccc2c1CCCC2)c1cc(C2CCCCN2S(=O)(=O)c2cccs2)on1 (centres undefined)	-19.5%
86	Cc1cccc(C)c1-n1nnnc1C1(C)CCC(=O)N1Cc1cccs1 (centres undefined)	4.6%
87	Cc1ccc(C(=O)OCC(=O)Nc2ccc(C)c(S(=O)(=O)N3CCCCC3)c2)o1	4.6%
88	CCOC(=O)C1=CCN(S(=O)(=O)c2ccccc2C)C1c1ccc(Br)cc1 (centres undefined)	-18.2%
89	CCCc1nc2ccc(Cl)cn2c1Cc1ccc(C)cc1	24.8%
90	C[C@H]1CN([C@@H](C)CO)C(=O)CCCn2nncc2CO[C@@H]1CN(C)S(=O)(=O)c1cccc(C#N)c1	1.4%
91	CC(=O)Nc1cccc(-c2cc(N3CCN(CCO)CC3)n3nccc3n2)c1	-18.2%
92	CC1(C)OC2C(CO)OC(n3cnc4c(=S)nc(N)[nH]c43)C2O1 (centres undefined)	-16.3%
93	Nc1ccn([C@@H]2O[C@H](C(=O)Nc3ccc(Oc4ccccc4)nc3)[C@@H](O)[C@H]2O)c(=O)n1	10.0%
94	C(#CSCc1ccccc1)SCc1ccccc1	3.5%
95	CC(=O)Nc1cc(-c2ccc(N3CCN(C)CC3)cc2)cn2c(-c3cccc(C(C)=O)c3)cnc12	0.0%
96	COc1ccc(CN2C[C@@H](CO)O[C@@H](n3cnc4c(N5CCN(c6ccccc6)CC5)ncnc43)C2)cc1	-18.3%
97	CCCNC(=O)C1(C)CCN(C(=O)COCc2ccccc2)C1 (centres undefined)	1.7%
98	C=C1C=C(C(F)F)n2ncc(C(=O)NCc3ccc(F)cc3)c2N1	-4.7%
99	COc1ccc(C(O)c2nc(-c3ccccc3OC)cs2)cc1 (centres undefined)	7.7%
100	O=C(COc1ccccc1)Nc1c2c(nn1-c1ccc(F)cc1)CS(=O)C2 (centres undefined)	0.2%

# Next part:
item	structure	BRCA1 expr up
101	CCCCCC(=O)N1C[C@H](O)[C@@H](n2cc(-c3ccc(F)cc3)nn2)C[C@@H]1c1ccc(C)cc1	-31.7%
102	CC(=O)Nc1cccc(-c2ccnc3c2CC(C(=O)NCCN(C)C)O3)c1 (centres undefined)	0.0%
103	CSc1ncccc1C(=O)OC(C)C(=O)Nc1ccc2c(c1)OCCO2 (centres undefined)	3.3%
104	COc1ccc(-c2cnc3c(NC(C)=O)cc(-c4cccc(C(=O)NCCO)c4)cn23)cc1OC	-12.5%
105	C[C@@H]1CN([C@@H](C)CO)C(=O)CCCn2cc(nn2)CO[C@H]1CN(C)S(=O)(=O)c1ccc(C#N)cc1	8.7%
106	OC[C@H]1O[C@@H](c2nc(-c3ccccc3Br)no2)[C@H](O)[C@@H](O)[C@H]1O	0.0%
107	COC(=O)c1cccc(CN2C(=O)C(C)Sc3ccc(C#N)cc32)c1 (centres undefined)	-14.7%
108	O=[N+]([O-])c1ccc(Sc2ccncn2)c([N+](=O)[O-])c1	-90.1%

# Bioassay records: PubChem BioAssay, National Center for Advancing Translational Sciences (NCATS)
